Screening data: PubChem, National Center for Advancing Translational Sciences (NCATS)
D1 potentiator: enhances dopamine response at the human D1 receptor. potentiation, % at 10 µM. HEK293 TREx D1 cells, calcium flux, dopamine EC20 potentiation. P21728. hit rate 0.036% among 360,000; in the data active = potentiation above about 30%; note: 0% is about no effect
Target sequence (P21728 whole entry, looked up): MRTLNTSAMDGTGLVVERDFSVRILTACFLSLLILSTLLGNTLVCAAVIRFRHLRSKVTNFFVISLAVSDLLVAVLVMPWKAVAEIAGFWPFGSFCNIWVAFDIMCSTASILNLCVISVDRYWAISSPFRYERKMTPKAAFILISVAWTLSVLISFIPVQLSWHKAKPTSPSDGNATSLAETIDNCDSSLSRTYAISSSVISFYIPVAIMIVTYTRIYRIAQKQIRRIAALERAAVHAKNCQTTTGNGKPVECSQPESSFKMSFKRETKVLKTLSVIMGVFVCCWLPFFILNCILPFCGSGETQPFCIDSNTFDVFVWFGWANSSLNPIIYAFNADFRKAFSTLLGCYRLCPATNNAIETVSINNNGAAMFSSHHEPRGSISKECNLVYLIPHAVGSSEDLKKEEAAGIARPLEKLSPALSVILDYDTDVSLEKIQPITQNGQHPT
TRHR agonist: TRH receptor (human) agonism. TRHR cells, calcium flux fluo-8, FDSS agonist mode. activation, % at 2 µM. hit rate 0.18% among 360,000; note: 0% is about no effect
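Read-out: compound-evoked intracellular calcium rise in TRHR cells, fluo-8 dye, kinetic FDSS fluorescence at 1 s/cycle following a 10-cycle baseline. Cells cultured overnight before dye loading (30 min–1.5 h, RT).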
D1 antagonist: human D1 dopamine receptor antagonism; P21728; HEK293 TREx D1 cells, calcium flux, dopamine EC80; active compounds read low; activity change, negative = inhibition, % at 10 µM; hit rate 3.2% among 360,000; AID 504652; in the data active = activity change below about -30%; note: % is set by controls: 0 for no effect and ±100 for the full control effect
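Tetracycline-induced HEK293 Trex D1 cells, force-coupled to calcium, dye-loaded; compounds added and read 180 s, then EC80 dopamine added and calcium flux tracked kinetically another 180 s.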
RXFP1 antag: RXFP1 (human) relaxin receptor antagonism | activity change, negative = inhibition, % at 57.5 µM | AID 1259400 | hit rate 0.59% among 350,000 | HEK293-RXFP1, relaxin-stimulated cAMP HTRF, 30 min; active compounds read low;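 active = activity change of -60% or lower, but not beyond a set lower limit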; note: % is set by controls: 0 for no effect and ±100 for the full control effect
TRHR PAM: TRH receptor (human) allosteric enhancement; P34981; TRHR cells, fluo-8 calcium fluorescence, EC20 TRH enhancement; enhancement, % at 2 µM; hit rate 0.66% among 360,000; in the data active = enhancement above about 30%; note: 0% is about no effect
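Enhancer read-out: after compound pinning and an initial kinetic agonist-mode read, an EC20 of TRH (10 nM final) was injected and fluo-8 calcium signal (Ex 480/Em 530) followed at 1 s/cycle for 100 cycles in TRHR-expressing cells.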
D2 PAM: positive allosteric modulators of human D2 dopamine receptor | P14416 | HEK293 T-REx D2, calcium flux, EC20 dopamine potentiation | potentiation, % at 10 µM | hit rate 0.34% among 340,000 | AID 485347;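 active = potentiation over 3 SD above the plate norm, cut at about 30% in these data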; note: 0% is about no effect
Target sequence (P14416 whole entry, looked up): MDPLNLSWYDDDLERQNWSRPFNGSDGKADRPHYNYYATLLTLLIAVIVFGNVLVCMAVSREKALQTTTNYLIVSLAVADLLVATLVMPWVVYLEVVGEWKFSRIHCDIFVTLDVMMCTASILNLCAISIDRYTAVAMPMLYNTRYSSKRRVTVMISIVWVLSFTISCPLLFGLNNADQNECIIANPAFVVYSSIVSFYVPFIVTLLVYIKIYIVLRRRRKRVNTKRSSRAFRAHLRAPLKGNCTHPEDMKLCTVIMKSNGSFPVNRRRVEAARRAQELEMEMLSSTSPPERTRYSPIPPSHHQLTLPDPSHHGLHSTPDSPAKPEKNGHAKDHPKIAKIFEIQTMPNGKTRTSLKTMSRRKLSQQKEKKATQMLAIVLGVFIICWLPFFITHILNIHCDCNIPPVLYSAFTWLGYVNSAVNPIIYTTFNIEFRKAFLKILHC
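Potentiation of an EC20 dopamine calcium response is measured in a force-coupled, tetracycline-inducible Hek293 Trex D2 line. Compound-only kinetic reads over 180 s flag agonists before dopamine addition.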
D1 agonist: agonists of human D1 dopamine receptor. P21728. hit rate 1% among 360,000. HEK293 T-REx D1 cells, calcium flux, agonist mode. activation, % at 2 µM; note: 0% is about no effect
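Tetracycline-induced HEK293 TREx D1 cells, force-coupled to calcium signalling, were dye-loaded with a no-wash calcium kit. Compound was pin-added after a 10 s baseline. Fluorescence was read kinetically at 1 cycle/s for 180 s, with calcium rises flagged as agonism.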
D2 antagonist: antagonists of human D2 dopamine receptor; P14416; HEK293 TREx D2 cells, calcium flux, dopamine EC80; inhibition, % at 10 µM; hit rate 2% among 340,000; AID 485344; in the data active = inhibition above about 30%; note: 0% is about no effect
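Compounds are added to dye-loaded, induced HEK293 T-REx cells coupled to calcium release via D2; after a 3 min kinetic read an EC80 dopamine stimulus is given and fluorescence is recorded for 3 more min.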
D2 agonist: activates the human D2 dopamine receptor; P14416; HEK293 T-REx D2 cells, calcium flux agonist mode; activation, % at 2 µM; hit rate 0.53% among 340,000; AID 485358;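 active = activation over 3 SD above normal in the single-dose calcium agonist read, cut at about 30% in these data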; note: 0% is about no effect
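Agonism scored from kinetic calcium signal (1 read/sec, 180 s) following compound pin transfer, after a 10 s baseline. Cells: HEK293 Trex line expressing inducible D2 receptor coupled to calcium, dye-loaded after overnight culture at 30 C.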
An asterisk follows results filed as active; & = joins results of further samples; ! = repeats disagree. Cut-off read from the data, not from the text of the source, unless noted: active = activation above about 30%; inactive = the rest.

For Cc1cc(NC(=O)CSc2cn(CC(=O)N(C(C)C)C(C)C)c3ccccc23)no1 the results were D1 potentiator -7, TRHR agonist -1.5, D1 antagonist 2, RXFP1 antag -2, TRHR PAM -5, D2 PAM -5, D1 agonist 0, D2 antagonist 0 and D2 agonist 0.5.
Screening CC1CCN(S(=O)(=O)c2cccc(C(=O)N(C)C3(C)CCS(=O)(=O)C3)c2)CC1 (stereo not drawn) returned D1 potentiator 4&-1, TRHR agonist -0.9&0.2, D1 antagonist -8&6, RXFP1 antag 10&14, TRHR PAM 2&1, D2 PAM 9, D1 agonist 1&0 and D2 agonist 9.1.
Screening C=C(C)COc1ccc(-c2nc(N)nc(C)c2-c2ccc(OC)cc2)c(O)c1 returned D1 potentiator 2, TRHR agonist 0.8, D1 antagonist 0, RXFP1 antag -7, TRHR PAM -1, D2 PAM -3, D1 agonist 1, D2 antagonist 4 and D2 agonist -1.5.
`O=C(Nc1ccccc1Cl)c1ccccc1Cc1ccccc1` gave D1 potentiator 7, TRHR agonist -0.4, D1 antagonist 3, RXFP1 antag -2, TRHR PAM -5, D2 PAM -6, D1 agonist -1, D2 antagonist 11 and D2 agonist -1.8.
N#Cc1nc(-c2cccc3ccccc23)oc1NCC#CCOC(=O)c1cccs1 was read as D1 potentiator -2, TRHR agonist 1.0, D1 antagonist -4, TRHR PAM -10 and D1 agonist 6.
Screening Cc1csc(Sc2nc3c(c(=O)[nH]c(=O)n3C)n2Cc2ccccc2Cl)n1 returned D1 potentiator -1, TRHR agonist -0.7, D1 antagonist -3, RXFP1 antag -11, TRHR PAM 5, D2 PAM 20, D1 agonist 0, D2 antagonist -10 and D2 agonist 1.2.
`Cc1c(Cl)cccc1NC(=O)C1COc2ccccc2O1` (stereo not drawn) gave D1 potentiator -1, TRHR agonist -0.4, D1 antagonist -8, RXFP1 antag 2, TRHR PAM -2, D2 PAM -2, D1 agonist 0, D2 antagonist 3 and D2 agonist -0.2.
Screening CCc1nn(CC(=O)NCCN2CCN(C)CC2)c(=O)c2cc3c(OC)cccc3n12 returned D1 potentiator 7, TRHR agonist -0.4, D1 antagonist -12, RXFP1 antag -9, TRHR PAM -1, D2 PAM -4, D1 agonist 1, D2 antagonist -7 and D2 agonist 8.0.
Screening CCOc1ccc(/C=N/NC(=O)COc2ccccc2-c2ccccc2)cc1 returned D1 potentiator 2, TRHR agonist 0.6, D1 antagonist -1, RXFP1 antag 1, TRHR PAM 1, D2 PAM -2, D1 agonist 2, D2 antagonist -9 and D2 agonist 0.9.
COc1cc2c(cc1NC(=S)NC(=O)/C=C/c1ccco1)oc1ccccc12 was read as D1 potentiator 9, TRHR agonist 0.6, D1 antagonist 7, RXFP1 antag -3, TRHR PAM 7, D2 PAM 6, D1 agonist 2, D2 antagonist -17 and D2 agonist 0.3.
Screening COc1ccc(CNC(=O)CSc2nc3ccccc3nc2Cc2ccccc2)cc1 returned D1 potentiator -2, TRHR agonist 0.5, D1 antagonist -2, TRHR PAM 3, D2 PAM 11, D1 agonist 6 and D2 agonist 0.5.
`CCOC(=O)c1c(C)n(C)c2ccc(OCC(O)CN(CC)CC)cc12` (stereo not drawn) gave TRHR agonist -0.6, D1 antagonist 10, TRHR PAM 0, D2 PAM -26, D1 agonist 0, D2 antagonist 6 and D2 agonist -0.1.
For CCN(CC)C(=O)Cn1c(=O)cc(C)c2c(C)nn(-c3ccc(C)cc3)c21 the results were D1 potentiator -3, TRHR agonist 0.3, D1 antagonist 15, RXFP1 antag -17, TRHR PAM -5, D2 PAM 12 and D1 agonist 1.
`CCN(C(=S)Nc1cc(S(=O)(=O)N2CCOCC2)ccc1Cl)c1cccc2ccccc12` gave D1 potentiator -1, TRHR agonist -1.1, D1 antagonist 3, RXFP1 antag 7, TRHR PAM -13, D2 PAM -8, D1 agonist -1, D2 antagonist 1 and D2 agonist -0.5.
For COc1ccc(/C=N/n2cnnc2)cc1COc1ccccn1 the results were D1 potentiator -4, TRHR agonist 0.0, D1 antagonist 6, RXFP1 antag 13, TRHR PAM 1, D2 PAM 3, D1 agonist 2, D2 antagonist -8 and D2 agonist -0.5.
CC(C)c1ccc(/C=C/C(=O)N2CCCCCC2)cc1 was read as D1 potentiator -6, TRHR agonist -0.4, D1 antagonist -23, RXFP1 antag -10, TRHR PAM 3, D2 PAM -6, D1 agonist 0, D2 antagonist 9 and D2 agonist -1.2.
Screening CCc1ccc(OCC(=O)NNC(=O)CSc2nnc(-c3ccc(C)cc3)n2C)cc1 returned D1 potentiator 2, TRHR agonist -0.4, D1 antagonist 12, RXFP1 antag 3, TRHR PAM 1, D2 PAM 6, D1 agonist 2, D2 antagonist 9 and D2 agonist 0.3.
For CCOC(=O)N1CCc2c(sc3c2c(=O)n(-c2ccc(F)cc2)c(=O)n3CC(=O)c2ccc(Cl)cc2)C1 the results were D1 potentiator -5, TRHR agonist 3.3, D1 antagonist -7, RXFP1 antag -8, TRHR PAM -2, D2 PAM -4, D1 agonist 17 and D2 agonist 2.8.
Screening COC(=O)c1cn(NC(=O)COc2ccc(Cl)cc2)c(=O)c2ccccc12 returned D1 potentiator -5, TRHR agonist -0.2, D1 antagonist 7, RXFP1 antag 19, TRHR PAM -1, D2 PAM 3, D1 agonist 3, D2 antagonist 4 and D2 agonist 0.1.
COc1ccc(-n2c(SCC3CNC(=O)O3)nnc2-c2ccc(Cl)cc2)cc1 (stereo not drawn) was read as D1 potentiator 16, TRHR agonist 0.1, D1 antagonist 9, RXFP1 antag -2, TRHR PAM 3, D2 PAM 10, D1 agonist 0, D2 antagonist 8 and D2 agonist 0.2.

4 structures from above, ordered by formula weight, largest number first:
Screening COc1ccc(CNC(=O)CSc2nc3ccccc3nc2Cc2ccccc2)cc1 returned D1 potentiator -2, TRHR agonist 0.5, D1 antagonist -2, TRHR PAM 3, D2 PAM 11, D1 agonist 6 and D2 agonist 0.5.
Screening CCOc1ccc(/C=N/NC(=O)COc2ccccc2-c2ccccc2)cc1 returned D1 potentiator 2, TRHR agonist 0.6, D1 antagonist -1, RXFP1 antag 1, TRHR PAM 1, D2 PAM -2, D1 agonist 2, D2 antagonist -9 and D2 agonist 0.9.
For CCN(CC)C(=O)Cn1c(=O)cc(C)c2c(C)nn(-c3ccc(C)cc3)c21 the results were D1 potentiator -3, TRHR agonist 0.3, D1 antagonist 15, RXFP1 antag -17, TRHR PAM -5, D2 PAM 12 and D1 agonist 1.
For COc1ccc(/C=N/n2cnnc2)cc1COc1ccccn1 the results were D1 potentiator -4, TRHR agonist 0.0, D1 antagonist 6, RXFP1 antag 13, TRHR PAM 1, D2 PAM 3, D1 agonist 2, D2 antagonist -8 and D2 agonist -0.5.

New compounds follow
Cc1ccc(S(=O)(=O)N2CCN(C(=O)c3cc(=O)c4ccccc4o3)CC2)cc1 was read as D1 potentiator -3, TRHR agonist -0.1, D1 antagonist 11, RXFP1 antag -2, TRHR PAM -3, D2 PAM 1, D1 agonist 7, D2 antagonist -17 and D2 agonist 1.7.
CC1=C(C(=O)OCCc2ccccc2)C(c2ccsc2)NC(=O)N1C (stereo not drawn) was read as D1 potentiator -3, TRHR agonist 0.2, D1 antagonist -6, RXFP1 antag -5, TRHR PAM -2, D2 PAM 3, D1 agonist 9, D2 antagonist 14 and D2 agonist 1.5.
COc1ccc(N2CCN(CC(O)COc3ccc(C)c(C)c3)CC2)cc1 (stereo not drawn) was read as D1 potentiator -1&-4, TRHR agonist 0.2&0.3, D1 antagonist -5&5, RXFP1 antag -9&-10, TRHR PAM 5&23, D2 PAM -7&-16, D1 agonist 5&3, D2 antagonist -11 and D2 agonist -0.4&-0.8.
`Cc1ccc(C)c(NC(=O)C(c2ccccc2)N2Cc3ccccc3C2=O)c1` (stereo not drawn) gave D1 potentiator 7, TRHR agonist -0.4, D1 antagonist -7, RXFP1 antag 7, TRHR PAM 32*, D2 PAM 6, D1 agonist 6 and D2 agonist -0.5.
For COc1ccc(C(=O)Nc2ccccc2C(=O)O)cc1Cl the results were D1 potentiator -1, TRHR agonist -0.1, D1 antagonist 3, RXFP1 antag -12, TRHR PAM -1, D2 PAM -5, D1 agonist 5, D2 antagonist 2 and D2 agonist -0.3.
For Cc1ccc(CSCC(=O)NCc2ccc(F)cc2)cc1 the results were D1 potentiator -3&0, TRHR agonist -0.3&-1.3, D1 antagonist -4&-15, RXFP1 antag -20&6, TRHR PAM 0&5, D2 PAM 5, D1 agonist 0&-3, D2 antagonist 17 and D2 agonist 0.0&-0.1.
Screening NCCNC(=O)Cc1cccc(NC(=O)Cc2ccc(Nc3ncnc4c3ncn4[C@@H]3O[C@H](CO)[C@@H](O)[C@H]3O)cc2)c1 returned D1 potentiator -7, TRHR agonist -0.4, D1 antagonist 8, TRHR PAM 1, D2 PAM 1, D1 agonist 1, D2 antagonist 26 and D2 agonist 1.3.
Screening NC(=O)c1ccsc1NC(=O)COC(=O)/C=C/c1ccccc1 returned D1 potentiator -10, TRHR agonist 0.0, D1 antagonist -27, RXFP1 antag -69*, TRHR PAM -11, D2 PAM -13, D1 agonist 10, D2 antagonist 1 and D2 agonist -1.0.
CC(=O)Nc1ccc(NC(=O)CCCCCn2nnc3ccccc3c2=O)cc1 was read as D1 potentiator -3, TRHR agonist 0.2, D1 antagonist 1, RXFP1 antag -11, TRHR PAM -2, D2 PAM 18, D1 agonist 1, D2 antagonist 14 and D2 agonist -0.1.
`O=C(Cc1cccs1)N/N=C/c1ccccc1` gave D1 potentiator -3, TRHR agonist 0.4, D1 antagonist -19, RXFP1 antag -8, TRHR PAM -3, D2 PAM 7, D1 agonist 1, D2 antagonist -9 and D2 agonist 0.4.
Screening Cn1nnnc1SC(C(=O)Nc1ccc(F)cc1)c1ccccc1 (stereo not drawn) returned D1 potentiator -2, TRHR agonist -0.1, D1 antagonist -17, RXFP1 antag -4, TRHR PAM 3, D2 PAM 1, D1 agonist 0, D2 antagonist 0 and D2 agonist -1.4.
Cc1cccc(N2CCN(S(=O)(=O)c3ccc4c(c3)CC(=O)N4C)CC2)c1C was read as D1 potentiator -5&2, TRHR agonist 0.0&-0.4, D1 antagonist -30*!, RXFP1 antag -24&-6, TRHR PAM 2&-1, D2 PAM -6&8, D1 agonist 9&1, D2 antagonist 1 and D2 agonist 0.5&-0.4.
For COc1nc(Nc2nc3ccccc3c(=O)[nH]2)nc2ccc(C)cc12 the results were D1 potentiator -2, TRHR agonist -2.4, D1 antagonist 4, RXFP1 antag 6, TRHR PAM -7, D2 PAM -7 and D1 agonist 2.
Screening O=C(NC(=S)NCc1nc2ccccc2[nH]1)c1ccccc1F returned D1 potentiator -4, TRHR agonist -0.9, D1 antagonist -24, RXFP1 antag 8, TRHR PAM -2, D2 PAM -4, D1 agonist 2, D2 antagonist 3 and D2 agonist -0.5.
